Screening data from PubChem BioAssay.
Gli-Sufu antag – Gli-Sufu pathway antagonists, primary screen, luciferase luminescence, Sufu-KO-LIGHT cells, uHTS; Sufu-KO-LIGHT fibroblasts, Gli luciferase reporter luminescence; inhibition, % at 5 µM; 340,000 tested, 0.74% active;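 active means inhibition above about 55%, limit read from the data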;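 further: 0% = DMSO-treated cells and 100% = wells with medium but no cells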
CXCR6 inh – CXCR6 receptor inhibitors, primary screen, cell-based, beta-arrestin, luminescence, CHO-K1 PathHunter, 1536-well; inhibition, % at 20 µM; 360,000 tested, 0.36% active; AID 602244, 2012; in the data active means inhibition above about 34%, passing the limit was not always enough;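 further: antagonist mode with CXCL16 agonist at 10 nM final; 0% = 10 nM CXCL16 with DMSO and 100% = unstimulated wells without agonist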
Target sequence (O00574 whole entry, looked up): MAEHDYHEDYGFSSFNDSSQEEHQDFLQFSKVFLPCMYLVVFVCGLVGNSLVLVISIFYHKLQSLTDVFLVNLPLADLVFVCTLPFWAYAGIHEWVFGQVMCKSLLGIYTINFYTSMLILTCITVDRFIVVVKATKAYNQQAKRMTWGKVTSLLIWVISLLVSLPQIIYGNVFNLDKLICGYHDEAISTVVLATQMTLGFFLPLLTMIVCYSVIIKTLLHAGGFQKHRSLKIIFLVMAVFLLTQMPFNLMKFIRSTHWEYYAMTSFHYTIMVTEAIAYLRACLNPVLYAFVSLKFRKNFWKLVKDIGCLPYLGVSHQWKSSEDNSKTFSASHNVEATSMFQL
CCR6 antag – CCR6 receptor antagonists, primary screen, cell-based, CHO-K1, luminescence, beta-arrestin, uHTS; AID 493098, 2011; 340,000 tested, 0.49% active; C-C chemokine receptor type 6 (Homo sapiens), P51684; CHO-K1 CCR6 PathHunter beta-arrestin, CCL20-stimulated; inhibition, % at 20 µM;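 active means compounds whose inhibition of the agonist-driven luminescence signal at 20 µM reaches about 50%, limit read from the data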;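 further: cells stimulated with CCL20 at 14 nM final; plate controls were DMSO with CCL20 for no effect and DMSO without agonist for full effect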
Target sequence (P51684 whole entry, looked up): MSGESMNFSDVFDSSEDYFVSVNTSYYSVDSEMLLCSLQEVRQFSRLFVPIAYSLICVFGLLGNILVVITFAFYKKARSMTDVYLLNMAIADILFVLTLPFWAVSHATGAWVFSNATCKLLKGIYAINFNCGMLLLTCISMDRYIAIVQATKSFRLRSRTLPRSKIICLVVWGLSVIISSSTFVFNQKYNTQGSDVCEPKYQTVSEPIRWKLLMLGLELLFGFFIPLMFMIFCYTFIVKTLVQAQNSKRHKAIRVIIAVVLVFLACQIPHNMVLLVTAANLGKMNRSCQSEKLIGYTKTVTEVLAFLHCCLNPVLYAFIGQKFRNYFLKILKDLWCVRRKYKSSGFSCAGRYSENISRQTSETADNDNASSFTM
697 NFkB inh – inhibitors of PMA/ionomycin-induced NF-kB reporter, 697 cells, primary screen, B-cell NF-kB inhibitor project, cell-based, luminescence, uHTS; inhibition, % at 4 µM; 330,000 tested, 0.33% active; 697 B-cell NF-kB luciferase reporter, 16 h; AID 435022, 2010; in the data active means inhibition above about 35%
UBC13 inh – UBC13 polyubiquitin chain formation inhibitors, primary screen, biochemical, TR-FRET, uHTS. Ubiquitin-conjugating enzyme E2 N (Homo sapiens), P61088. inhibition, % at 20 µM. 330,000 tested, 0.47% active; in the data active means inhibition above about 45%, passing the limit was not always enough
Jurkat NFkB inh – inhibitors of induced NF-kB luciferase reporter, primary screen, TCR NF-kB activation inhibitor project, cell-based, luminescence, uHTS | Jurkat, PMA/ionomycin-induced NF-kB luciferase reporter | inhibition, % at 4 µM | 330,000 tested, 0.53% active; in the data active means inhibition above about 50%
APJ antag – antagonists of human apelin receptor APJ, primary screen, CHO-K1 cells, beta-arrestin complementation, luminescence | inhibition, % at 20 µM | 330,000 tested, 0.32% active | AID 2521, 2010 | P35414;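 active means inhibition above about 40% at 20 µM, limit read from the data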;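 further: cells challenged with 10 nM apelin-13 agonist together with compound; plate controls were apelin-13 plus DMSO wells for no effect and DMSO wells lacking apelin-13 for full effect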
Target sequence (P35414 whole entry, looked up): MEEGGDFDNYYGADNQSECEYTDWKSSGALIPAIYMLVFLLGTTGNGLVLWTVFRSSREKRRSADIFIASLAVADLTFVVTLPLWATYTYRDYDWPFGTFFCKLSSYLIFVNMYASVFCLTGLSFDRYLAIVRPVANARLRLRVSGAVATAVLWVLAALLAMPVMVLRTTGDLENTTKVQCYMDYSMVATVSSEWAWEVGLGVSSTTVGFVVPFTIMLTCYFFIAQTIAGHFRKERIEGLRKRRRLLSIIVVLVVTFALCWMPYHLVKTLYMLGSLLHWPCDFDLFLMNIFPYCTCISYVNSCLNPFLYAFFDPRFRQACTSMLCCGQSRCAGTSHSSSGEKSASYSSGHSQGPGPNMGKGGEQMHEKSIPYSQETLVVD
EBI2 antag – EBI2 receptor antagonists, beta-arrestin recruitment, primary screen, cell-based, luminescence, 7a,25-OHC stimulation, uHTS; G-protein coupled receptor 183 (Homo sapiens), P32249; 7a,25-OHC stimulated; inhibition, % at 5 µM; 360,000 tested, 0.81% active; in the data active means inhibition above about 38%;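 further: enzyme fragment complementation signal reports receptor beta-arrestin coupling in cells; 0% = agonist plus DMSO wells and 100% = wells without agonist; some results beyond the cut were filed as inactive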
Starred values were filed as active, the others as inactive; nt = not tested or not shown.

SMILES	Gli-Sufu antag	CXCR6 inh	CCR6 antag	697 NFkB inh	UBC13 inh	Jurkat NFkB inh	APJ antag	EBI2 antag
C=CCn1cc(C(=O)c2cc(Br)ccc2O)cc(C#N)c1=O	5	8	14	6	-7	12	-2	-3
CC(=O)Nc1ccc(C(=O)COC(=O)CN2C(=O)NC3(CCCCC3C)C2=O)cc1 (stereo unspecified)	1	-4	-1	15	-20	-8	13	0
O=C(NN=Cc1ccc(O)cc1)C(=O)NN=Cc1ccc(O)cc1	1	1	1	nt	nt	nt	nt	3
C/C(N)=C(/C#N)C(=O)COC(=O)CCS(=O)(=O)c1ccccc1	-2	-6	-2	2	6	13	-10	1
O=C(O)C1C2C=CC(C2)C1C(=O)Nc1ccccc1Br (stereo unspecified)	18	2	-1	-7	-5	-1	-3	-5
COc1ccc(C2/C=C\CN(C(=O)Oc3ccccc3)CC(=O)N2Cc2ccc(F)cc2)cc1 (stereo unspecified)	8	6	4	-3	-8	8	17	2
COc1cccc(NC(=O)N(CCN(C)C)C(C)c2cccnc2)c1 (stereo unspecified)	-4	2	10	21	18	20	-15	1
COc1ccc(/C=C2\S/C(=N/S(=O)(=O)c3cccs3)NC2=O)cc1	2	4	10	8	-23	0	21	0
CCCC(=O)N1CCc2cc(OC)c(OC)cc2C1c1cc2cc3c(cc2[nH]c1=O)OCO3 (stereo unspecified)	2	3	-3	8	-6	21	5	-4
NS(=O)(=O)c1ccc(CCNC(=O)CNCCc2ccc(C(F)(F)F)cc2)cc1	-5	-3	15	-10	3	5	7	-5
CCCC(=O)OCCNc1cc(Sc2nccn2C)c2nonc2c1[N+](=O)[O-]	11	100*	99*	nt	nt	nt	nt	49*
CC1(C)NC(=O)N(CC(O)COc2ccc(-c3ccccc3)cc2)C1=O (stereo unspecified)	-11	-3	-6	-23	0	-20	7	-7
CC12CCC(=O)N1c1ccccc1C(=O)N2c1ccccc1 (stereo unspecified)	-3	-6	-8	11	7	-11	11	-19
O=c1[nH]c(/C=C/c2cccc(Br)c2)nc2ccccc12	-43	7	8	-82	-10	-75	16	-2
O=S(=O)(c1cc(C(F)(F)F)ccc1Cl)N1CCN(c2ncnc3ccccc23)CC1	61*	-12	5	-33	0	35	13	-4
CN(C)CCCNC(=O)C1(O)c2cc(Br)ccc2NC(=O)N1c1c(F)cccc1F (stereo unspecified)	3	-7	2	9	4	8	4	-2
CN(Cc1cccs1)C(=O)CNC(=O)c1ccco1	-9	0	-12	-4	-4	-7	3	1
CN1CCN(CCC(=O)N/N=C/C=C2\N(C)c3ccccc3C2(C)C)CC1	30	6	-5	12	-1	-16	-20	-8
O=C(Nc1ccccc1)OC1C2CCC1C(N1CCCCC1)CC2 (stereo unspecified)	7	1	3	7	12	-20	19	1
Cc1cc2nnc(SCC(=O)Nc3ccc(Cl)cc3)n2c(N)n1	-26	12	-2	16	7	5	-17	4
CN(c1ccc(C(=O)Nc2ccccn2)cc1)S(=O)(=O)c1ccccc1	-23	5	17	-14	11	-13	2	3
CCCn1c(N)c(C(=O)CSc2nnc(C)n2Cc2ccccc2)c(=O)n(C)c1=O	3	-6	-8	22	6	14	23	-18
Cc1ccc(S(N)(=O)=O)c(C)c1N1CCCC1=O	-3	-8	0	4	-2	3	6	5
Cc1c(NC(=S)NNC(=O)CCC(=O)O)c(=O)n(-c2ccccc2)n1C	1	-6	9	5	-9	-12	8	-7
O=C1CSC(c2ccccc2)N1CCc1ccccc1 (stereo unspecified)	0	11	12	-12	-1	1	15	-1

Records listed above marked active in CCR6 antag.
mol	CXCR6 inh	CCR6 antag	697 NFkB inh	UBC13 inh	Jurkat NFkB inh	APJ antag	EBI2 antag
CCCC(=O)OCCNc1cc(Sc2nccn2C)c2nonc2c1[N+](=O)[O-]	100*	99*	nt	nt	nt	nt	49*

Carrying on.
SMILES	Gli-Sufu antag	CXCR6 inh	CCR6 antag	697 NFkB inh	UBC13 inh	Jurkat NFkB inh	APJ antag	EBI2 antag
Cc1cccc(OCC(O)Cn2c(NCCCOC(C)C)nc3c2c(=O)[nH]c(=O)n3C)c1 (stereo unspecified)	-7	5	18	-22	-5	1	1	-4
CN1CCN(C(=O)c2cc(Oc3c(F)c(F)c(F)c(F)c3F)cc(C(=O)N3CCN(C)CC3)c2)CC1	5	-2	-6	-1	-8	4	3	-7
CSc1cccc(CN2CCC(Oc3cccc(C(=O)N4CCCC4)c3)CC2)c1	23	5	10	-34	-2	6	-2	-7
O=C(NCc1ncc(C(F)(F)F)cc1Cl)Nc1ccccc1	2	-1	14	8	1	8	13	-3
COc1ccc(-c2nc(N)ncc2-c2ccc(OC)c(OC)c2)c(O)c1	-3	1	4	-2	4	17	10	57*
Cc1ccc(CSc2nc(N)cc(=O)[nH]2)cc1	-5	-7	-4	5	6	4	8	-8
COc1cc2cc(c1Cl)N(C)C(=O)CC(OC(=O)C(C)N(C)C(C)=O)C1(C)OC1C(C)C1CC(O)(NC(=O)O1)C(OC)C=CC=C(C)C2 (stereo unspecified)	48	10	-11	nt	nt	nt	nt	-2
O=C1SCC(c2ccc(Cl)cc2Cl)=NN1Cc1nnc(-c2ccccc2)o1	-12	11	8	-27	-6	-11	-2	-1
CCOC(=O)c1cc(S(=O)(=O)NCCc2ccccc2)cn1C	8	1	14	-10	-5	-1	17	-17
OC(Cn1cncn1)(Cn1cncn1)c1ccc(F)cc1F	-10	-1	17	19	-2	8	3	1
CCCCCc1ccc(-c2cn(Cc3cccc(OC)c3)nn2)cc1	3	3	19	-12	1	2	-72	15
O=C(CNC(=S)NC(=O)c1ccc(Br)o1)c1ccccc1	-3	-16	15	-14	-11	5	24	1
C/C(=N\OCC(=O)OC(C)C(=O)Nc1ccc(C)c(S(=O)(=O)N2CCOCC2)c1)c1ccc2c(c1)OCO2 (stereo unspecified)	-15	-1	-2	nt	nt	nt	nt	7
O=C(NCCCCc1ccccc1)C1CC(c2cc(C(F)(F)F)cc(C(F)(F)F)c2)=NO1 (stereo unspecified)	5	-4	-1	13	2	14	-56	-8
CCCCC(=O)NC(=O)NC(c1ccccc1)c1ccccc1	5	7	4	5	8	8	21	14
CCOc1ccccc1N(CC(=O)Nc1cccc2ccccc12)S(C)(=O)=O	2	9	-4	2	1	9	-2	-1
O=C(NCCCN1CCOCC1)c1cc2c(s1)CSC2	-5	44*	-7	6	8	-1	13	5
O=C(NCCCN1CCCC1)c1cccc(N2CCCC2=O)c1	1	2	-13	21	1	-1	5	-14
Nc1nc(CN2CCN(c3ccccc3F)CC2)nc(Nc2ccc3c(c2)OCCO3)n1	7	-4	13	6	6	3	-10	-4
COCCOc1ccc(C(F)(F)F)cc1NC(=O)c1ccc(F)cc1	7	2	11	-19	2	-13	15	1
CN(C)S(=O)(=O)c1ccc(C(=O)OCC(=O)Nc2ccccc2OC(F)F)cc1	-11	3	-6	1	11	10	-14	-1
Cc1occc1C(=O)N1CCN(Cc2ccccc2)CC1	3	6	0	-19	-6	-8	-19	0
O=C(COc1ccc(Br)cc1)c1ccc2c(c1)CCCC2	15	-3	31	-92	-1	-28	-8	75*
CC1=NNC(=O)C1CCC(=O)N/N=C/c1ccccc1 (stereo unspecified)	12	-8	-1	-1	-1	0	3	-1
Cc1cccc(OCC(=O)NCC(=O)N/N=C/c2cccs2)c1	2	-6	5	1	-9	-8	-10	15

A draw from above in order of molar mass, lowest first:
SMILES	Gli-Sufu antag	CXCR6 inh	CCR6 antag	697 NFkB inh	UBC13 inh	Jurkat NFkB inh	APJ antag	EBI2 antag
Cc1occc1C(=O)N1CCN(Cc2ccccc2)CC1	3	6	0	-19	-6	-8	-19	0
O=C(NCCCN1CCCC1)c1cccc(N2CCCC2=O)c1	1	2	-13	21	1	-1	5	-14
O=C(O)C1C2C=CC(C2)C1C(=O)Nc1ccccc1Br (stereo unspecified)	18	2	-1	-7	-5	-1	-3	-5

Additional compounds.
SMILES	Gli-Sufu antag	CXCR6 inh	CCR6 antag	697 NFkB inh	UBC13 inh	Jurkat NFkB inh	APJ antag	EBI2 antag
O=C(N/N=C/c1cccc(Br)c1)c1ccc(Cn2cc(Br)cn2)o1	-2	-6	-5	25	8	11	-14	25
COc1ccc(Cl)cc1C(=O)O/N=C(\N)c1ccc(Cl)cc1	-29	-6	8	-47	4	-39	-69	-1
CCOc1ccc(CCNC(=O)Cn2ccc3cc(S(=O)(=O)N4CCCC4)ccc32)cc1	35	0	15	-1	1	7	-15	19
Cc1c(-c2ccc(Cl)cc2)[n+](=O)c2c(n1[O-])CCCC2	-1	-16	8	8	4	5	13	-2
Cc1cc(NC(=O)CSc2nnc(-c3ccncc3)n2N)ccc1Br	7	-4	-12	13	2	-7	8	8
COc1ccc(-n2cccc2C=O)cc1	-8	-4	-2	-9	-5	-4	-10	-3
COc1ccc(C(=O)NNC(=O)CCc2ccccc2OC)cc1	-33	-2	16	21	-10	-3	-17	5
CC(C)N(Cc1ccccc1)C(=S)NCCN1CCOCC1	3	6	-4	-40	-1	-19	-5	0
O=C(Nc1ccc([N+](=O)[O-])cc1)c1cccc(S(=O)(=O)Nc2ccccn2)c1	-3	6	20	4	3	-3	13	2
COc1ccc(NC(=O)c2sc3cc(C(F)(F)F)cnc3c2-c2cccs2)cc1	8	3	18	6	-1	11	-4	23
CCn1c(=O)cc(SCC(=O)Nc2cccnc2)c2ccccc21	4	-16	1	20	12	5	24	7
Cc1nc(Cl)sc1C(=O)Nc1ccccc1Cl	2	-7	2	1	0	2	-2	1
CCN(CC)C(=O)CN(Cc1ccccc1)S(=O)(=O)c1ccc(F)cc1	1	10	3	14	2	-8	9	1
O=C(COc1ccccc1)N=C1SC2CS(=O)(=O)CC2N1CCc1ccccc1 (stereo unspecified)	-1	-2	16	-11	-4	8	-20	0
COC(=O)Cc1c(C(=O)OC)nnn1-c1ccc(OC)cc1	6	4	11	0	-1	3	13	-6
CNC(=O)c1ccccc1S(=O)c1ccccc1C#N (stereo unspecified)	2	10	-14	-5	-8	-16	-8	-1
O=C(NC(Cc1c[nH]c2ccccc12)C(=O)N/N=C/c1ccc(Br)cc1)c1cccs1 (stereo unspecified)	18	-3	-9	9	4	22	1	7
Cc1cccc(NC(=O)NNC(=O)c2cc3occc3[nH]2)c1C	-2	-8	9	-8	-6	-6	9	13
COc1ccc(/C=N/N(C)C2=NS(=O)(=O)c3ccccc32)cc1OC	8	0	3	16	21	-19	0	-5
O=C(NC1CCCC1)C(c1cccs1)N(Cc1ccco1)C(=O)Cn1nnc(-c2cccs2)n1 (stereo unspecified)	3	8	15	1	1	3	18	10
NS(=O)(=O)c1ccc(NC(=O)CSc2nnc(COc3ccccc3Cl)n2C2CC2)cc1	-15	-14	11	16	4	3	8	-2
CC(=O)Nc1ccc2c(c1)nc(CCN1CCN(c3ccccn3)CC1)n2C	2	7	-3	-1	1	-18	-1	-8
O=[N+]([O-])c1cccc(NC(=S)N2CCc3ccccc32)c1	-29	-11	19	-74	-5	-52	15	-2
CSCCC(NS(=O)(=O)c1ccccc1F)C(=O)N1CC=C(c2ccccc2)CC1 (stereo unspecified)	-5	9	10	-1	6	5	13	-3
CC(NC(=O)c1csc2ccccc12)C1CCCO1 (stereo unspecified)	-14	-4	-10	-18	-4	-4	7	0
O=C([C@H](Cc1ccccc1)N1C(=O)c2ccccc2C1=O)N1CCOCC1	2	-8	4	-12	0	-13	-33	5
Cc1ccc(N(C(=O)c2csnn2)C(C(=O)NC2CCCCC2)c2ccccn2)c(C)c1 (stereo unspecified)	-3	2	3	3	-1	17	13	-2
O=C(CN1CCOCC1)Nc1nc2ccc([N+](=O)[O-])cc2s1	-15	-9	10	-14	-13	-13	10	-3
NC1=NC(=O)C(c2ccccc2)(c2ccccc2)S1	4	2	15	nt	nt	nt	nt	14
CCCOc1ccc(C(=O)c2nc3c(n2O)CCCC3)cc1	-2	10	12	-5	-5	2	0	-8

As entered above:
`COc1ccc(Cl)cc1C(=O)O/N=C(\N)c1ccc(Cl)cc1` | APJ antag: -69
`Cc1cccc(NC(=O)NNC(=O)c2cc3occc3[nH]2)c1C` | EBI2 antag: 13
`Cc1nc(Cl)sc1C(=O)Nc1ccccc1Cl` | CCR6 antag: 2
